mIAP block: inhibitors of mouse IAP, primary screen, biochemical, luminescence, uHTS; actives 0.2% (n = 330,000); inhibition, % at 10 µM; purified mouse IAP, CDP-Star luminescence, 30 min; intestinal alkaline phosphatase [Mus musculus];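 active = inhibition of at least 40% at 10 µM in the primary screen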;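 note: plate controls were DMSO with enzyme for no effect and no enzyme wells for full effect; values of inactives mirror those of a sister screen read the other way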
ATG4B inh: ATG4B protease inhibitors, primary screen, biochemical, fluorescence, uHTS. inhibition, % at 8.33 µM. Cysteine protease ATG4B (Homo sapiens), Q9Y4P1. ATG4B cleavage of LC3-PLA2, NBD-HPC fluorescence, 1 h. actives 0.51% (n = 340,000); in the data active = inhibition above about 40%
Target sequence (Q9Y4P1 whole entry, looked up): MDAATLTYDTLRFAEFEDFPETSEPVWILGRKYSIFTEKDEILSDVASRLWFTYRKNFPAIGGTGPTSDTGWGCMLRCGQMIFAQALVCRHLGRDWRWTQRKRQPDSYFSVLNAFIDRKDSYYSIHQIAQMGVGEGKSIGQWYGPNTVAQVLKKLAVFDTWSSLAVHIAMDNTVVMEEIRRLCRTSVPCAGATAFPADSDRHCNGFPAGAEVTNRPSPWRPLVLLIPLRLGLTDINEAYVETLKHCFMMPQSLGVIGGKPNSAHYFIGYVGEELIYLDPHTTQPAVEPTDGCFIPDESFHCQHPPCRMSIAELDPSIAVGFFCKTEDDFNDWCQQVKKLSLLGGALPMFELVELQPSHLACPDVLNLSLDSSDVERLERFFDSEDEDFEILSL
TIM10 inh: growth inhibitors of isogenic TIM10 control yeast, primary screen, counter-screen for tim10-1 yeast inhibitor project, luminescence, uHTS; actives 1.4% (n = 330,000); inhibition, % at 10 µM; S. cerevisiae TIM10 strain growth, BacTiter-Glo luminescence, 24 h; AID 463195, 2010;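 active = inhibition of 40% or more at the single tested concentration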;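 note: wild-type TIM10 isogenic control strain grown at permissive 25 °C; 0% = DMSO yeast wells and 100% = minimal medium wells without yeast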
mIAP act: activators of mouse IAP, primary screen, biochemical, luminescence, uHTS | intestinal alkaline phosphatase [Mus musculus] | muIAP, CDP-Star luminescence, 30 min; hits give high values; 1 = vehicle-only enzyme signal, 0 = enzyme-free wells | activation factor at 10 µM | actives 0.24% (n = 330,000) | AID 2805, 2010;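 active = activation factor of at least 2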; note: the source names both 10 and 20 µM as test concentration; values of inactives mirror those of a sister screen read the other way
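System: Mouse IAP enzyme | Also added: CDP-Star substrate | Dosing: Compounds dispensed in DMSO | Schedule: 30 min enzyme-substrate-compound incubation at room temperature | Technique: Chemiluminescence readout | Control set: DMSO-only wells and no-enzyme negative control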
hIAP inh: human IAP inhibitors, primary screen, biochemical, luminescence, uHTS; purified IAP, CDP-Star luminescence, 30 min; actives 0.12% (n = 330,000); inhibition, % at 10 µM; Intestinal-type alkaline phosphatase (Homo sapiens), P09923;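 active = inhibition reaching a set limit with compound at 10 µM in the primary screen, cut at about 35% in these data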;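 note: plate controls were DMSO wells with enzyme for no effect and no-enzyme buffer wells for full effect; values of inactives mirror those of a sister screen read the other way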
Target sequence (P09923 whole entry, looked up): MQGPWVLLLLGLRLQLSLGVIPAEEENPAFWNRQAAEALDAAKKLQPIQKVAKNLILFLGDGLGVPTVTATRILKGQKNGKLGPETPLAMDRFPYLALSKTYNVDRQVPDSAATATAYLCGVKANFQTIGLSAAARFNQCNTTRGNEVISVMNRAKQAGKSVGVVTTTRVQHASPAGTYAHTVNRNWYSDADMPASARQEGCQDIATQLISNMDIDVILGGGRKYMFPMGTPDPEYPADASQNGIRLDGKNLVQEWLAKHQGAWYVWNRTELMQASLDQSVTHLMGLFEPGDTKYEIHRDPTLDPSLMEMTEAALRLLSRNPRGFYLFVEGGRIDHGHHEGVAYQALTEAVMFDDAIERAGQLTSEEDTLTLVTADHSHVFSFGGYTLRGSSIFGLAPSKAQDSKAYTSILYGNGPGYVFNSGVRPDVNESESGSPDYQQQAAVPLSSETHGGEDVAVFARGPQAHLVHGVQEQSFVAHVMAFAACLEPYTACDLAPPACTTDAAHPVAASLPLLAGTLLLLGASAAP
NLRP3 yeast inh: NALP3 inflammasome inhibitors in reconstituted yeast, primary screen, luminescence, uHTS | inhibition, % at 10 µM | Yeast reconstituted NLRP3/ASC/caspase-1, beta-gal luminescence, 24 h | actives 0.39% (n = 330,000) | AID 2825, 2010;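 active = inhibition of 50% or more; inactive = inhibition below 50%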;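 note: plate controls were induced DMSO wells for no effect and uninduced yeast grown without galactose for full effect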
tim10-1 inh: growth inhibitors of tim10-1 mutant yeast, primary screen, luminescence, uHTS; S. cerevisiae tim10-1 ts strain growth, BacTiter-Glo, 24 h; inhibition, % at 20 µM; actives 2.2% (n = 330,000); AID 463190, 2010;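 active = inhibition of at least 40%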;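 note: mutant grown at 25 °C; 0% = DMSO wells with yeast and 100% = wells holding no yeast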
Apaf1 inhib: inhibitors of human Apaf-1 apoptosome, primary screen, biochemical, DEVD-Rh110 fluorescence, uHTS. Apoptotic protease-activating factor 1 (Homo sapiens), O14727. reconstituted apoptosome caspase-3 activity. inhibition, % at 20 µM. actives 0.71% (n = 330,000). AID 489030, 2010; active = inhibition of at least 40% at 20 µM;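 note: plate controls were DMSO wells for no effect and DEVD-CHO caspase inhibitor wells for full effect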
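Material: reconstituted apoptosome with Apaf-1, cytochrome c, caspase-9, procaspase-3, dATP; medium: pH 7.5 Hepes buffer with CHAPS, BSA, DTT; also added: cytochrome c and DEVD-Rh110 substrate; timing: 30 min plus 50 min, RT; signal: Rh110 fluorescence intensity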
hIAP act: human IAP activators, primary screen, biochemical, luminescence, uHTS | activation factor at 10 µM | purified human IAP, CDP-Star luminescence, 30 min; hits give high values; 1 = vehicle-only enzyme, 0 = enzyme-free background | actives 0.16% (n = 330,000);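 active = activation factor of the enzyme at least 2-fold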; note: the source names both 10 and 20 µM as test concentration; values of inactives mirror those of a sister screen read the other way
An asterisk follows results filed as active; / = not tested or not shown. An excerpt, so the mix of outcomes need not match the whole.

#1 Cc1cc(O)c2c(c1)C(=O)C13C(=C2O)C(=O)[C@H]2[C@@H](O)[C@@H]1[C@H]1[C@H](O)[C@@H]3C(=O)C3=C(O)c4c(O)cc(C)cc4C(=O)C312 (stereo partly drawn)
#2 Cc1cc(OCCN2CC2)c2ccccc2n1
#3 Nc1ncnc2c1ccn2[C@@H]1O[C@H](CO)[C@@H](O)[C@H]1O
#4 Cc1ccccc1NS(=O)(=O)c1ccc(OCC(=O)N2CCN(C)CC2)cc1
#5 COc1ccccc1NC1=NCCS1
#6 COc1ccc2c(c1O)C13CCN(C)C(C2)C1CCC(=O)C3 (stereo not drawn)

Compound,1,2,3,4,5,6
tim10-1 inh,-18,-1,-11,5,11,-7
mIAP act,0.81,1.1,1.1,0.97,0.98,0.92
hIAP inh,14,-12,12,7,-12,2
Apaf1 inhib,16,7,-7,-8,-8,-17
TIM10 inh,-15,-10,-1,-14,1,9
ATG4B inh,-13,/,-15,-1,2,0
mIAP block,19,-7,-11,3,2,8
hIAP act,0.86,1.1,0.89,0.93,1.1,0.97
NLRP3 yeast inh,21,-2,5,2,-8,8

#7 NCCNc1ccc([N+](=O)[O-])c2cccnc12
#8 O=C(COC(=O)Cc1ccccc1)Nc1ncc(Cl)cc1Cl
#9 CSc1ncc(CN2CCCC(C(=O)c3ccccc3SC)C2)cn1 (stereo not drawn)
#10 Cc1ccc(-c2cc(-c3ccccc3)cc(-c3ccccc3)[n+]2-c2ccc(C(=O)O)cc2)cc1
#11 CO[C@H]1C=C2CCN(C)[C@H]2C2c3cc4c(cc3C(=O)O[C@@H]21)OCO4 (stereo partly drawn)
#12 O=C(c1cccc(C(F)(F)F)c1)C1CCCN(Cc2ncc[nH]2)C1 (stereo not drawn)

Compound,7,8,9,10,11,12
tim10-1 inh,4,8,7,-20,2,-7
mIAP act,0.85,0.82,0.97,1.1,0.97,0.91
hIAP inh,14,5,0,-18,-9,-14
Apaf1 inhib,9,4,-21,-1,-9,-3
TIM10 inh,4,8,6,-6,14,-21
ATG4B inh,5,6,-3,-2,8,6
mIAP block,15,18,3,-12,3,9
hIAP act,0.86,0.95,1,1.2,1.1,1.1
NLRP3 yeast inh,33,15,5,10,12,7

#13 COc1ccc(CC2C(=O)N(C)C(=O)N(C)C2=O)c(OC)c1
#14 CCOC(=O)C(O)(c1ccc(NC(=O)c2ccc(Cl)c(Cl)c2)cc1)C(F)(F)F (stereo not drawn)
#15 COc1ccc(O)c(CN2CCCC(C(=O)c3sccc3C)C2)c1 (stereo not drawn)
#16 CCCCn1c(O)c(C(CC)=NCc2ccc(F)cc2)c(=O)[nH]c1=O
#17 COc1ccc2c(c1OC)C(=O)O[C@H]2[C@@H]1c2cc3c(cc2CCN1C)OCO3
#18 Cc1nn(CC(C)C)c(Cl)c1C(=O)NC1CCCCC1

Compound,13,14,15,16,17,18
tim10-1 inh,18,43*,-4,12,16,7
mIAP act,0.98,0.97,0.97,1.1,0.91,1
hIAP inh,6,6,9,4,-2,-2
Apaf1 inhib,6,-32,4,19,-5,-2
TIM10 inh,-10,39,8,-14,11,-2
ATG4B inh,6,-11,-2,-7,2,1
mIAP block,2,2,3,-5,9,-4
hIAP act,0.94,0.94,0.91,0.96,1,1
NLRP3 yeast inh,-3,22,21,-5,23,26

#19 COc1cc([C@@H]2c3cc4c(cc3[C@@H](OC)[C@H]3COC(=O)[C@H]23)OCO4)cc(OC)c1O
#20 CNCCCc1ccccc1
#21 CCCCNS(=O)(=O)c1ccc(OCC(=O)N2CCN(Cc3ccc4c(c3)OCO4)CC2)cc1
#22 CSCCC(N=Cc1c(O)n(-c2ccc(F)cc2)c(=O)[nH]c1=O)C(=O)OC(C)(C)C (stereo not drawn)
#23 NS(=O)(=O)OC(CCc1ccccc1)C(Cl)(Cl)Cl (stereo not drawn)
#24 Cc1nccc2c1[nH]c1ccccc12

Compound,19,20,21,22,23,24
tim10-1 inh,4,18,7,21,0,25
mIAP act,1,1,1.1,1.1,1.1,1.1
hIAP inh,0,-2,7,-4,-33,-14
Apaf1 inhib,3,7,8,11,7,-1
TIM10 inh,-2,-3,2,5,4,0
ATG4B inh,-7,-9,-8,-3,-13,3
mIAP block,-2,-5,-6,-14,-10,-13
hIAP act,1,1,0.93,1,1.3,1.1
NLRP3 yeast inh,2,-4,16,3,20,20

#25 O=C(CN1CC(c2ccccc2)CC1=O)Nc1ccc(F)cc1 (stereo not drawn)
#26 O=C1CC(N2CC=C(c3ccc(F)cc3)CC2)C(=O)N1c1ccc(F)cc1 (stereo not drawn)
#27 COC(=O)c1ccc(CC(C(=O)c2ccccc2)N(C)C)cc1 (stereo not drawn)
#28 CCCC(=O)N(C)C1=Nc2ccc(Cl)cc2C(c2ccccc2)=[N+]([O-])C1
#29 COc1ccc(-n2c(O)c(C(C)=NCc3ccco3)c(=O)[nH]c2=O)cc1
#30 CCCC(=O)C1C(=O)NC(=O)NC1=O

Compound,25,26,27,28,29,30
tim10-1 inh,11,43*,20,34,26,12
mIAP act,1.1,0.95,0.96,0.94,1,1
hIAP inh,-9,-1,-2,4,8,-25
Apaf1 inhib,-4,8,8,9,-12,0
TIM10 inh,9,20,11,24,-17,8
ATG4B inh,-1,-6,-8,-7,-12,3
mIAP block,-6,5,4,6,-4,-4
hIAP act,1.1,1,1,0.96,0.92,1.2
NLRP3 yeast inh,4,11,27,10,7,12

#31 CSc1nc2ccccc2c(=O)n1-c1cccnc1
#32 COc1ccc(OC)c(CN2CCN(C(=O)Cc3ccccc3)CC2)c1
#33 Cc1ccccc1CN1CCN(c2ccc(Cl)cc2)CC1
#34 Cc1ccc(-n2c(-c3ccc([N+](=O)[O-])cc3)nc3ccccc3c2=O)cc1
#35 COC(=O)C1=C(c2ccc(-c3ccccc3)c(F)c2)C[C@@H]2CC[C@H]1N2C(=O)N1CCc2cc(OC)c(OC)cc2C1
#36 CCN1CCN(C(=O)COc2ccc(S(=O)(=O)N3CCOCC3)cc2C)CC1

Compound,31,32,33,34,35,36
tim10-1 inh,12,4,17,31,19,-11
mIAP act,1.1,1,0.92,0.91,1.1,1
hIAP inh,-12,-4,10,-2,-9,23
Apaf1 inhib,-24,-5,3,10,29,-9
TIM10 inh,16,11,16,32,7,1
ATG4B inh,3,-4,-4,13,-11,-7
mIAP block,-7,0,8,9,-11,-3
hIAP act,1.1,1,0.9,1,1.1,0.77
NLRP3 yeast inh,10,17,-10,4,14,-15

#37 Cc1ccccc1NC1=NCC(C)S1 (stereo not drawn)
#38 O=C(O)c1ccc(-[n+]2c(-c3ccccc3)cc(-c3ccccc3)cc2-c2ccccc2)cc1
#39 COc1ccc(Oc2cc(NC(=O)c3nn(C)cc3[N+](=O)[O-])cc([N+](=O)[O-])c2)cc1
#40 Cc1nn(-c2ccccc2)c2c1C(c1ccc3c(c1)OCO3)SCC(=O)N2 (stereo not drawn)
#41 O=C(c1c[nH]cc1-c1ccccc1)c1cccc2ccccc12
#42 CC1CCCCC1NC1CCN(C)CC1 (stereo not drawn)

Compound,37,38,39,40,41,42
tim10-1 inh,-9,-8,14,0,12,-14
mIAP act,1,1,0.87,1.1,1,1
hIAP inh,14,-3,-7,7,15,2
Apaf1 inhib,-9,-3,-12,6,16,0
TIM10 inh,-4,3,13,-1,17,-5
ATG4B inh,-7,-2,-5,-8,-9,-3
mIAP block,0,-1,13,-12,0,-3
hIAP act,0.86,1,1.1,0.93,0.85,0.98
NLRP3 yeast inh,5,-2,22,-6,5,8

#43 O=C(c1cc2cc3ccc(Cl)cc3nc2o1)N1CCC2(CC1)OCCO2
#44 Cc1sc(-n2c(C)cc(C=C3C(=O)NC(=O)NC3=O)c2C)c(C#N)c1C
#45 COc1ccc(N/N=C/c2c(O)n(-c3ccc(C)c(C)c3)c(=O)[nH]c2=O)cc1
#46 O=C1CCCN1c1ccc(S(=O)(=O)O)cc1 (tested in a mixture with another compound)
#47 C1=CC(Cc2cncs2)c2ccccc21 (stereo not drawn)
#48 Nc1cc(Cl)cc(C(=O)O)c1Cl

Compound,43,44,45,46,47,48
tim10-1 inh,36,20,3,5,8,-5
mIAP act,0.98,0.79,0.95,1.1,0.95,1
hIAP inh,5,-11,-11,13,5,5
Apaf1 inhib,4,5,-3,6,2,-6
TIM10 inh,30,14,-21,7,-2,-4
ATG4B inh,-12,-1,1,-2,-3,4
mIAP block,2,21,5,-8,5,-2
hIAP act,0.95,1.1,1.1,0.87,0.95,0.95
NLRP3 yeast inh,15,5,39,-4,1,12

#49 CCC(=O)O[C@@H]1[C@@H](OC(C)=O)[C@@]2(O)C(C[C@H](O)C2(C)C)[C@](C)(O)[C@H]2CC[C@@H]3[C@@H](O)[C@]12C[C@@]3(C)O (stereo partly drawn)
#50 Cc1ccc(C(C)C)c(OCC(=O)N2CCN(Cc3nc4cc([N+](=O)[O-])ccc4n3C)CC2)c1
#51 CNCCc1c(C)n[nH]c1C
#52 O=c1[nH]c(=O)n(C2CCCCC2)c(O)c1/C=N/N1CCCCC1c1cccnc1 (stereo not drawn)
#53 CC1=NOC2(C)Nc3ncnn3C(c3ccccc3)C12 (stereo not drawn)
#54 CC12CN3CN(C1)CC(C)(C3)C2=NO
#55 C=CCn1c(O)c(C(C)=Nc2ccc3c(c2)CCC3)c(=O)[nH]c1=O
#56 Cc1ccc(CN(Cc2ccccc2)C(=S)NCC(=O)N2CCC3(CC2)OCCO3)o1
#57 COc1ccc2[nH]c(C)c(CCNCc3cn(C)c4ccccc34)c2c1

Compound,49,50,51,52,53,54,55,56,57
tim10-1 inh,-14,24,4,1,-1,-9,-3,12,10
mIAP act,1.1,0.91,1.2,1,1,1,1.2,1,1.2
hIAP inh,1,12,-6,-9,-3,-8,-6,-6,5
Apaf1 inhib,5,9,-5,-14,3,-6,11,6,33
TIM10 inh,0,36,7,11,-15,10,10,12,3
ATG4B inh,-7,1,-7,0,2,8,-10,-5,0
mIAP block,-11,9,-15,0,0,-4,-16,0,-17
hIAP act,0.99,0.88,1.1,1.1,1,1.1,1.1,1.1,0.95
NLRP3 yeast inh,19,16,1,3,12,8,-12,23,16

Bioassay records from PubChem BioAssay.
